VEEV TC-83 Vero: inhibitors of VEEV TC-83 cytopathic effect, confirmation, Vero cells (AID 588727); Vero cells, VEEV TC-83 cytopathic effect inhibition; higher % means a stronger effect; one-dose inhibition, % at 20 µM; IC50 in µM for titrated hits; 350,000 tested, 0.13% active; in the data active = a potency from the dose series; note: strong numbers were not always called active
* marks the source's active call; other numbers are inactive results; i = inactive. These rows are one share of the data; rates above refer to the full screens.

mol,VEEV TC-83 Vero
CCCCCCCCCn1c2c(c(=N)c3c1CCC3)CCCC2,3.3%
Nn1c(SCC(=O)NC2CCCC2)nnc1C(F)(F)F,0.4%
COc1ccccc1S(=O)(=O)N(C)C[C@@H]1OCc2cnnn2CCCC(=O)N([C@@H](C)CO)C[C@@H]1C,i
Nc1ccn([C@@H]2O[C@H](CNCc3ccc(Oc4cc(-n5cccn5)ncn4)cc3)[C@@H](O)[C@H]2O)c(=O)n1,i
Cc1ccc(Cc2c(-c3ccccc3)nc3cc(C)ccn23)cc1,i
CCN(CC)C(=O)C1=C(C)N(CCCN2CCCC2=O)C(=O)C(CC(=O)NCCCN(C)C)C1 (configuration not stated),0.3%
Cc1ccccc1Nc1n[nH]c(=S)s1,0.4%
C[C@H]1CN([C@@H](C)CO)C(=O)CCCn2cc(nn2)CO[C@@H]1CN(C)S(=O)(=O)c1cccc(C#N)c1,0.6%
COc1cc2c(cc1O)C(CSC)Cc1cc3c(cc1N(C)CC2)OCO3 (configuration not stated),3.6%
Cc1ccc(S(=O)(=O)N(C)C[C@@H]2OCc3cn(nn3)CCCC(=O)N([C@@H](C)CO)C[C@H]2C)cc1,0.7%
CC(C)(C)Cc1c(-c2ccc(C#N)cc2)nc2ccc(Cl)cn12,0.5%
O=C(CC1SCCNC1=O)NCc1ccccc1 (configuration not stated),i
O=C(c1nc2ccc(Cl)cn2c1CN1CCC[C@H]1CO)N1CCc2ccccc2C1,i
COc1ccc(C2NC(=O)c3ccccc3N2)c(OC)c1OC (configuration not stated),0.7%
Cc1ccc(S(=O)(=O)NN2CCCCCC2)cc1,i
CCCc1c(C(=O)N/N=C(\CC)c2ccccc2)nnn1-c1nonc1N,5.1%
COc1ccc(-c2[nH]nc3nc(N4CCN(C(=O)c5ccoc5)CC4)cc(C(F)(F)F)c23)cc1,2.8%
Cc1cc(C)nc(/N=C(\N)Nc2ccc(S(=O)(=O)O)cc2)n1,0.8%
O=C(C#Cc1ccccc1)c1ccccc1,8.7%
CC(=O)N1N=C(c2ccc(Br)cc2)CC1c1cccc([N+](=O)[O-])c1 (configuration not stated),0.4%
S=C(NN=Cc1ccccn1)Nc1ccccn1,13%
C[C@H](CO)N1C[C@H](C)[C@H](CN(C)S(C)(=O)=O)OCc2ccccc2-c2c(n(C)c3ccccc23)C1=O,i
CCCCCCn1c(=O)n2n(c1=O)C[C@]1(OC(=O)NCC3CCCCC3)CN(S(=O)(=O)c3ccc(C)cc3)C[C@]1(O)C2,i
O=C(O)Cc1ccc(NS(=O)(=O)c2ccc3c(c2)OCCO3)cc1,2.7%
Cc1ccc([C@@H]2CC(=O)[C@@H]3CN(S(=O)(=O)c4ccc(C)cc4)[C@H](c4cccc5ccccc45)C[C@@H]3N2S(=O)(=O)c2ccc(Cl)cc2)cc1,i
COc1ccccc1NC(=O)CCNC(=O)C1CCN(S(=O)(=O)c2ccccc2)CC1,0.3%
O[C@@H]1CN(Cc2cccs2)[C@@H](c2ccc(Cl)cc2)C[C@H]1n1cc(-c2ccc(F)cc2)nn1,i
COc1ccc(C#Cc2ccc(C3=CC(=O)CC(C)(C)C3=O)cc2)cc1,4.9%
C[C@@H]1CN([C@@H](C)CO)S(=O)(=O)c2ccc(Br)cc2O[C@@H]1CN(C)S(=O)(=O)c1cn(C)cn1,0.7%
CCCCN1C(=O)C(CC(=O)NCCCN(C)C)CC(C(=O)N2CCOCC2)=C1C (configuration not stated),2.7%
O=c1[nH]c(C(F)(F)F)nc2c1nc1n2CCC1,i
O=C(C[C@@H]1C[C@H]2c3cc(NC(=O)Nc4ccccc4F)ccc3O[C@H]2[C@H](CO)O1)NCC(F)(F)F,i
C[C@@H]1CN([C@H](C)CO)C(=O)CCCn2nncc2CO[C@@H]1CN(C)C(=O)c1cc(-c2ccccc2)on1,83%
CC1(C)CC(=O)C=C(c2ccc(COC(=O)C(c3ccccc3)c3ccccc3)cc2)C1=O,1.1%
Nc1ccn(CCCN2CCN(C(=O)C3CC3)CC2)c(=O)n1,i
O=c1[nH]c(=O)n2c(c1-c1ccccc1)OC(CBr)C2 (configuration not stated),1.1%

Reformatted: results already given
C[C@@H]1CN([C@H](C)CO)C(=O)CCCn2nncc2CO[C@@H]1CN(C)C(=O)c1cc(-c2ccccc2)on1
  VEEV TC-83 Vero: 83%

CC1(C)CC(=O)C=C(c2ccc(COC(=O)C(c3ccccc3)c3ccccc3)cc2)C1=O
  VEEV TC-83 Vero: 1.1%

Nc1ccn(CCCN2CCN(C(=O)C3CC3)CC2)c(=O)n1
  VEEV TC-83 Vero: i

O=c1[nH]c(=O)n2c(c1-c1ccccc1)OC(CBr)C2 (configuration not stated)
  VEEV TC-83 Vero: 1.1%

Further structures follow:
mol,VEEV TC-83 Vero
CC1NC(=O)c2cccnc2-n2c1nc1ccccc1c2=O (configuration not stated),0.7%
C[C@H](CO)N1C[C@H](C)[C@@H](CN(C)S(=O)(=O)c2ccc(-n3cccn3)cc2)OCc2cn(nn2)CCCC1=O,0.0%
C[C@@H]1CN([C@H](C)CO)C(=O)c2cc(Br)cnc2O[C@H]1CN(C)C(=O)c1ccccc1,0.1%
COc1ccc(C(C#N)=C2C=C(Cl)C(=NO)C=C2Cl)cc1,0.8%
Cc1ccc(-c2ccc3c(c2)O[C@H](CN(C)C(=O)CC2CC2)[C@H](C)CN([C@@H](C)CO)S3(=O)=O)cc1,i
C[C@@H]1CN([C@H](C)CO)C(=O)CCCn2nncc2CO[C@H]1CN(C)C(=O)Nc1ccc(N2CCCCC2)cc1,i
Cc1nc(Br)c(Br)n1Cc1ccccc1,0.5%
Cc1cc(NC(=O)CSc2nnc3ccc(-c4ccccc4)nn23)no1,0.4%
Cc1ccc([C@H]2C[C@H](n3cc(C4CC4)nn3)[C@@H](O)CN2C(=O)C2CCCCC2)cc1,0.0%
CC(C)CC(=O)Nc1nnc(SCC(=O)NC2CCCC2)s1,1.2%
O=C(Nc1ccc2ccccc2c1)c1ccccc1Cl,1.0%
CC(C)COC(=O)N1Cc2ccccc2-n2nncc2C1,3.1%
CCN(CC)C(=O)C1=C(C)N(Cc2ccc(F)cc2)C(=O)C(CC(=O)NC2CCCCC2)C1 (configuration not stated),0.2%
COc1ccc(CN2C(=O)C(CC(=O)NCCN3CCOCC3)CC(C(=O)N(C)C)=C2C)cc1 (configuration not stated),i
COC(=O)C1=CCCCC(O)=C1C(=O)OC,0.4%
O=Cc1cccc(OCc2cn(CC(=O)c3ccc(O)cc3)nn2)c1,0.1%
C[C@H](CO)N1C[C@H](C)[C@@H](CN(C)CC2CCOCC2)Oc2ncc(Br)cc2C1=O,i
COc1ccc(OC(=O)N(C)C[C@H]2OCc3cn(nn3)CCCC(=O)N([C@H](C)CO)C[C@@H]2C)cc1,i
COCC(=O)N(C)C[C@@H]1Oc2ncc(Br)cc2C(=O)N([C@@H](C)CO)C[C@H]1C,4.5%
COCC(=O)Nc1ccc2c(c1)[C@@H]1C[C@H](CC(=O)OC)O[C@H](CO)[C@@H]1O2,0.7%
Cc1ccc(-c2ccc(CN3C(C)C(=O)N(Cc4cn(Cc5ccco5)nn4)CCS3(=O)=O)cc2)cc1 (configuration not stated),7.9%
C[C@@H]1CCCCO[C@H](CN(C)C(=O)Nc2ccc3c(c2)OCO3)[C@@H](C)CN([C@H](C)CO)C(=O)c2cc(NS(=O)(=O)c3ccc(F)cc3)ccc2O1,5.9%
C[C@@H]1CN([C@@H](C)CO)C(=O)c2cc(Br)cnc2O[C@H]1CN(C)C(=O)c1ccncc1,9.2%
CC(C)C1C(=O)N(Cc2cn(Cc3ccco3)nn2)CCS(=O)(=O)N1Cc1ccc(-c2ccccc2)cc1 (configuration not stated),5.5%

Among those listed so far, these contain two or more sulfur atoms.
mol,VEEV TC-83 Vero
Cc1ccccc1Nc1n[nH]c(=S)s1,0.4%
Cc1ccc([C@@H]2CC(=O)[C@@H]3CN(S(=O)(=O)c4ccc(C)cc4)[C@H](c4cccc5ccccc45)C[C@@H]3N2S(=O)(=O)c2ccc(Cl)cc2)cc1,i
C[C@@H]1CN([C@@H](C)CO)S(=O)(=O)c2ccc(Br)cc2O[C@@H]1CN(C)S(=O)(=O)c1cn(C)cn1,0.7%
CC(C)CC(=O)Nc1nnc(SCC(=O)NC2CCCC2)s1,1.2%

Remaining list, next part:
canonical_smiles	VEEV TC-83 Vero
CCCCCC(=O)N1C[C@@H](O)[C@H](n2cc(COC(=O)c3ccccc3)nn2)C[C@@H]1c1ccc(Cl)cc1	0.1%
CC(C)(C)NC(=O)CN(C(=O)CCC(=O)Nc1nccs1)c1ccccc1F	3.0%
O=C(NCc1ccc(Cl)cc1)N1CCN(C(=O)c2ccccc2)CC1	1.0%
CC(=O)Nc1ccc(C(=O)OCC(=O)NC2CCCCCC2)cc1	i
COC(=O)N1Cc2ccccc2-n2nncc2C1	i
Cc1coc2c(C)c3oc(=O)c(CCC(=O)N[C@H](C(=O)O)C(C)C)c(C)c3cc12	1.6%
O=C(NCCNC(=O)c1ccc(-c2cccc(Cl)c2)o1)c1cnccn1	9.1%
CSc1ncccc1C(=O)OCC(=O)N(C)Cc1ccc(C)cc1	0.9%
COC(=O)C1CCN(S(=O)(=O)CCNC(=O)c2ccccc2)CC1	1.1%
COc1ccc(C(=O)C2CCCN(C(=O)Cn3nc(C)nc3C)C2)cc1F (configuration not stated)	0.9%
COc1ccc(NC(=O)Cn2c([N+](=O)[O-])cnc2C)c(OC)c1	0.5%
Cc1ccc(CN2CCC[C@]3(N[C@H](c4ccc(C)cc4)[C@@H]4C(=O)N(C)C(=O)[C@@H]43)C2=O)cc1	i
O=C(NCc1ccccn1)C1CCN(C2CCN(Cc3cccc(F)c3)CC2)CC1	7.3%
Cc1ccc(S(=O)(=O)N2C[C@H]3n4c(=O)ccc(=O)n4C[C@H](OC(=O)Nc4cccs4)[C@@]3(O)C2)cc1	2.2%
O=C(COC(=O)C1COc2ccccc2O1)c1ccccc1 (configuration not stated)	i
O=C(COC(=O)c1cccc(F)c1)Nc1cccc(S(=O)(=O)N2CCCCC2)c1	0.6%
O=C(c1cccs1)N1C[C@@H](n2cc(-c3ccc(F)cc3)nn2)[C@H](O)C[C@@H]1c1ccccc1	10%
O=C(Nc1cc(Cl)ccc1N1CCOCC1)c1ccc2c(c1)OCO2	0.3%
CCN(CC)C(=O)C1=C(C)N(Cc2ccc(OC)cc2)C(=O)C(CC(=O)NCCCCc2ccccc2)C1 (configuration not stated)	3.3%
C[C@H](CO)N1C[C@H](C)[C@H](CN(C)C(=O)Nc2cccc3ccccc23)OCc2cnnn2CCCC1=O	i
Cc1ccc(S(=O)(=O)NCCCCCCNS(=O)(=O)c2ccc(C)cc2)cc1	0.8%
COC(=O)N(C)C[C@@H]1OCc2cnnn2CCCC(=O)N([C@H](C)CO)C[C@@H]1C	i
O=C(CCNS(=O)(=O)c1ccc(F)cc1)N1CCN(c2ncccn2)CC1	0.9%
CC1=C(C(=O)N(C)C)CC(CC(=O)NC2CC2)C(=O)N1CCC1=CCCCC1 (configuration not stated)	1.1%
C[C@H]1CN([C@@H](C)CO)C(=O)CCCn2cc(nn2)CO[C@@H]1CN(C)C(=O)Nc1cccc(F)c1	0.9%
CCOc1ccc(S(=O)(=O)N2CCCCC2)cc1NC(=O)Cc1cc(OC)c(OC)c(OC)c1	2.8%
C[C@@H]1CN([C@@H](C)CO)C(=O)CCCn2nncc2CO[C@H]1CN(C)C(=O)C1CCCCC1	0.5%
CCCc1c(C(=O)N/N=C/c2ccc(OCc3ccc(F)cc3)cc2)nnn1-c1nonc1N	0.2%
COCc1cc(=O)n2[nH]c(C)c(-c3ccc(Cl)cc3)c2n1	0.9%
CCCCCCN1C[C@H](O)[C@@H](n2cc(COC(=O)c3ccccc3)nn2)C[C@@H]1c1ccccc1	i
CCCCN(C(=O)c1cccc(-n2cnnn2)c1)c1c(N)n(CCCC)c(=O)[nH]c1=O	0.5%
CSc1ccccc1NC(=O)CN(C)C(=O)CNC(=O)c1ccc(Oc2ccccc2)cc1	2.7%
COc1cc(C=C2CN(C)C(=O)C2=O)ccc1O	i
CN1C(=O)[C@H]2[C@@H](c3ccc(C(F)(F)F)cc3)N[C@]3(CCCN(Cc4ccc(F)cc4)C3=O)[C@H]2C1=O	1.4%
Cc1noc(C)c1NC(=O)N(C)C[C@@H]1Oc2cc(Br)ccc2S(=O)(=O)N([C@H](C)CO)C[C@@H]1C	0.4%
CCCCC1(CC(=O)OCC)SCCN1C(N)=O (configuration not stated)	i

Pulled by compound from the entries so far (2):
canonical_smiles	VEEV TC-83 Vero
CCCc1c(C(=O)N/N=C/c2ccc(OCc3ccc(F)cc3)cc2)nnn1-c1nonc1N	0.2%
C[C@@H]1CN([C@@H](C)CO)C(=O)CCCn2nncc2CO[C@H]1CN(C)C(=O)C1CCCCC1	0.5%

(cont.)
canonical_smiles	VEEV TC-83 Vero
Cc1noc(C)c1S(=O)(=O)N(C)C[C@H]1OCc2cnnn2CCCC(=O)N([C@H](C)CO)C[C@@H]1C	4.1%
Cc1cccc(NC(=O)c2cccc(S(=O)(=O)N(C)C3CCCCC3)c2)n1	0.8%
O=S(=O)(NCCS(=O)(=O)N1CCN(c2ccc(F)cc2)CC1)c1ccc(F)cc1	i
C#CCN(C[C@H]1[C@H](OC(=O)Nc2c(C)noc2C)[C@H](OC(=O)Nc2c(C)noc2C)C[C@@H](C(=O)OC)[C@H]1C(=O)OC)S(=O)(=O)c1ccc(C)cc1	7.4%
COc1cccc(C(=O)N2C(C(C)C)COc3cc(Br)ccc3S2(=O)=O)c1 (configuration not stated)	8.0%
Cc1cccc(CN2CCC(n3nccc3NC(=O)CCCc3ccccc3)CC2)c1	4.5%
Cc1ccc2nc3n(c(=O)c2c1)-c1cc2ccccc2cc1C(=O)NC3Cc1ccc(O)cc1 (configuration not stated)	7.8%
COc1ccc(CNC(=O)COC(=O)c2c(NC(C)=O)sc(C)c2C)cc1OC	2.8%
O=C(CCN1CCCCO1)NC1CCCc2c1cnn2-c1ccc(F)cc1F (configuration not stated)	0.7%
CC(C)N(C(=O)Cn1cc(S(=O)(=O)CC(=O)NCCc2ccccc2)c2ccccc21)C(C)C	1.7%
C[C@@H]1CN([C@@H](C)CO)C(=O)c2cc(/C=C/c3ccccc3)cnc2O[C@@H]1CN(C)S(=O)(=O)c1ccc(F)cc1	1.7%

Screening results (PubChem BioAssay)
